OXTR potentiator = human OXTR potentiation | CHO-OTR cells, Fluo-8 calcium fluorescence, potentiator mode; 0% = oxytocin EC15, 100% = EC100 | activation, % at 3 µM | 320,000 compounds, 0.061% hits | AID 2445;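 active = activation above that plate's cutoff, the mean activation of tested compounds plus 3 SD, cut at about 6.6% in these data, passing the limit was not always enough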;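 also: 100% uses oxytocin at 75 nM as the full agonist control; some results filed as inactive read as strong as hits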
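assay system = CHO-OTR cells, human receptor | schedule = compound 6 min at room temperature before oxytocin, 100 s read | detection = Fluo-8 intracellular calcium fluorescence, ex 470-495, em 515-575 nm | evaluation = normalized max/min fluorescence ratio, % activation | control set = EC15 oxytocin alone as 0%, 75 nM oxytocin (EC100) as 100%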
CHO parental Ca = counter-screen for OX1R antagonists: effect in parental CHO cells. 330,000 compounds, 0.63% hits. inhibition, % at 5.6 µM. AID 463079. parental CHO-K1, ATP-induced calcium, Fluo-8 fluorescence;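 active = inhibition above that plate's mean sample inhibition plus 3 SD, cut at about 26% in these data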;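 also: 0% = ATP-challenged DMSO wells and 100% = DMSO wells without ATP; some compounds past the cut are filed as inactive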
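Assay system: untransfected parental CHO cell line. Also added: ATP agonist challenge. Dosing: one dose, 5.6 µM nominal. Measured by: Fluo-8 fluorescence. Read-out: % inhibition. Benchmarks: ATP wells versus no-ATP DMSO wells. Repeats: no replicates.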
TAAR1 ag = agonists of human TAAR1; Q96RJ0; CHO RD-HGA16 TAAR1, Fluo-8 calcium fluorescence; vehicle wells 0%, saturating PEA agonist 100%; activation, % at 3 µM; 360,000 compounds, 0.99% hits;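 active = activation above the mean activation of all test compounds in the run plus 3 SD, cut at about 38% in these data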
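System: CHO RD-HGA16 cells carrying human TAAR1 plus Gα16; Incubation: 17-24 h seeding, 75 min 37 °C dye, 30 min RT; Measured by: Fluo-8 fluorescence, 5 s baseline then 140 s kinetic read; Control set: DMSO and PEA EC100; Replication: single well for each compound.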
CHO-K1 Ca ag = nonselective activator or artifact in parental CHO-K1 cells. Fluo-8 calcium fluorescence; scaled to maximal ATP response, vehicle zero. activation, % at 3 µM. 360,000 compounds, 0.48% hits. AID 602248; in the data active = activation above about 15%;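 also: untransfected CHO-K1 host cells lacking M1 receptor as counterscreen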
CHO-K1 Ca antag = counter-screen for M1 antagonists: effect in parental CHO-K1 cells. ATP-induced calcium, Fluo-8 fluorescence. inhibition, % at 3 µM. 360,000 compounds, 0.6% hits. AID 602250;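 active = inhibition above a per-plate cutoff, the plate's mean sample inhibition plus 3 SD, cut at about 24% in these data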;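 also: 0% = DMSO plus EC80 ATP and 100% = DMSO alone without ATP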
TAAR1 antag = antagonists of human TAAR1. Q96RJ0. CHO RD-HGA16 TAAR1, Fluo-8 calcium fluorescence, antagonist. inhibition, % at 3 µM. 360,000 compounds, 1.5% hits;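 active = inhibition above a per-plate cutoff, the mean inhibition of test compounds on that plate plus 3 SD, cut at about 49% in these data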;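 also: 0% = DMSO plus EC80 beta-PEA response and 100% = DMSO alone without agonist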
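Test system: CHO RD-HGA16 cells bearing hTAAR1 | Reagent: β-PEA, EC80 | Compound dosing: 3 µM, single point | Schedule: Dye loading 75 min at 37 °C, then 30 min room temperature | Signal: Calcium fluorescence with Fluo-8 | Evaluation: Percent inhibition of PEA-evoked calcium signal, max/basal emission ratio | Control set: DMSO-only wells and EC80 β-PEA-stimulated wells | Repeats: Singlicate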
M1 PAM parental = nonselective activator or artifact in parental CHO-K1 calcium assay | ATP EC20, Fluo-8 calcium fluorescence; 0% at ATP EC20, 100% at ATP max | activation, % at 3 µM | 360,000 compounds, 0.02% hits | AID 602247;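 active = activation above the run cutoff, the mean activation of all test compounds plus 3 SD, cut at about 40% in these data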;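 also: peak over basal fluorescence ratio in a 140 s read after ATP addition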
V1aR counter = activates human V1a receptor in oxytocin agonist counter-screen. P37288. CHO-V1R cells, Fluo-8 calcium fluorescence, agonist mode; 0% DMSO, 100% 3 nM vasopressin. activation, % at 3 µM. 320,000 compounds, 0.25% hits. AID 2797;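 active = activation above the mean activation of all tested compounds plus 3 SD, per screening run, cut at about 20% in these data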;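 also: signal is peak over basal fluorescence ratio across a 100 second FLIPR read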
Target sequence (P37288 whole entry, looked up): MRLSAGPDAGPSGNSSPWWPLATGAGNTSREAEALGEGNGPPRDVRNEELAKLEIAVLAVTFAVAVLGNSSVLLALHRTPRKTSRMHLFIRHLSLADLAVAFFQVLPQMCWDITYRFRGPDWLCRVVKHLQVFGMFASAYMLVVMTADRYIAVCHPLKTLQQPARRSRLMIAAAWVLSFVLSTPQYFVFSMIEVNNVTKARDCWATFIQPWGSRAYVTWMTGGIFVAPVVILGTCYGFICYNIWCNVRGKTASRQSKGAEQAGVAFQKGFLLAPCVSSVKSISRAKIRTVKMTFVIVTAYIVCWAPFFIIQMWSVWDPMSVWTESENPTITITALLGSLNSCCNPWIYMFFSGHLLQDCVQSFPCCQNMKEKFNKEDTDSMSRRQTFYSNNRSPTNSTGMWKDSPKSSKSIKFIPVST
CHRM1 agonist = activates human CHRM1 receptor | P11229 | CHO-K1 hM1, Fluo-8 calcium fluorescence, agonist mode; 0% DMSO, 100% acetylcholine EC100 | activation, % at 3 µM | 360,000 compounds, 0.33% hits | AID 588814;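 active = activation above the run's mean compound activation plus 3 SD, cut at about 16% in these data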;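 also: peak over basal fluorescence ratio within a 140 s kinetic read after compound addition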
Target sequence (P11229 whole entry, looked up): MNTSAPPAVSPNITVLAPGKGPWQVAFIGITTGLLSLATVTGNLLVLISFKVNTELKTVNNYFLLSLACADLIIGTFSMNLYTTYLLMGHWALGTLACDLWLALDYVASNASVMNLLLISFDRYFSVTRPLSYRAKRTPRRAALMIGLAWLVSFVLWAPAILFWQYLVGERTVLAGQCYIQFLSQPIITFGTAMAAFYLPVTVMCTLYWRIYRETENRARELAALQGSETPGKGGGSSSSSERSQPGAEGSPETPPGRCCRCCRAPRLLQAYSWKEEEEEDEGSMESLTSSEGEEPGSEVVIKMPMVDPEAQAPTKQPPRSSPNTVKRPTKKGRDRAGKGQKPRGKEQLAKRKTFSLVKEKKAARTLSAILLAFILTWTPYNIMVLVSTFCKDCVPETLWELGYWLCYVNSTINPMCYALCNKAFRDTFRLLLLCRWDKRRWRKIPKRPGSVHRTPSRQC
* = called active by the depositor; . = no result given.

SMILES | OXTR potentiator | CHO parental Ca | TAAR1 ag | CHO-K1 Ca ag | CHO-K1 Ca antag | TAAR1 antag | M1 PAM parental | V1aR counter | CHRM1 agonist
CCn1c(=O)c2sccc2n(CC(=O)NC2CCCC2)c1=O | -12 | -4 | 0 | -0.5 | -13 | -19 | 13 | 8.0 | -3
Cc1ccccc1Nc1nc(N)nc(COC(=O)c2cccc(S(=O)(=O)N(C)C)c2)n1 | -1 | -15 | 13 | 4.8 | 4 | 7 | -2 | 3.4 | -3
O=C(O)C1CCCCC1C(=O)NCCc1cccc(Cl)c1 (configuration not stated) | -3 | -3 | 90* | 0.1 | 12 | 68* | -4 | -0.2 | 0
CCC[C@@H]1CCCC/C=C\CCCC(=O)OCCN1C(=O)OC(C)(C)C | 1 | -18 | 15 | 0.3 | -9 | -23 | -3 | 0.2 | -2
CCN(CC)S(=O)(=O)c1ccc2c(c1)N(CC(=O)Nc1cccnc1Cl)C(=O)CO2 | -3 | -12 | 10 | 0.1 | -11 | 4 | 1 | 0.1 | -4
Cc1ccc(-c2nnc(SCC(=O)Nc3sc(C)c(C)c3C#N)n2C)cc1 | -1 | 0 | 4 | -0.6 | 6 | -1 | 14 | -0.4 | -2
CC(C)(C)c1ccc(NC(=O)c2ccsc2)cc1 | -7 | -22 | -2 | 0.5 | -4 | 10 | 0 | -0.6 | -2
Cc1ccc(S(=O)(=O)N2CCOCC2)cc1C(=O)NC(=S)N1CC(C)CC(C)C1 (configuration not stated) | -7 | -19 | 39* | 1.0 | 3 | -2 | 4 | 0.0 | -5
NC(=O)C1Cc2ccccc2CN1S(=O)(=O)c1ccc(Cl)s1 (configuration not stated) | -3 | 2 | 2 | 9.4 | 4 | 0 | 5 | 2.1 | -2
Cc1cc(C(=O)NC2CCCC2)c2ccccc2n1 | -2 | -10 | 1 | 0.5 | -18 | -9 | 11 | -0.6 | -5
O=C1NC2(CCCC2)N=C1c1ccc(F)cc1 | -4 | -9 | 2 | 0.4 | -4 | 5 | -2 | 7.4 | -1
CCCCN(C)CCNC(=O)Cn1c(=O)sc2ccccc21 | 3 | 6 | 4 | -0.3 | 1 | -18 | -9 | 0.4 | -12
CC1CCC(NC(=O)CN2C(=O)c3cccnc3Oc3ccc(Cl)cc32)CC1 (configuration not stated) | -3 | -29 | 2 | -0.4 | -9 | -18 | 13 | -1.4 | -4
Fc1ccc(N2CCN(C3CCC(c4ccccc4)CC3)CC2)cc1 (configuration not stated) | -11 | -11 | 11 | 0.3 | -2 | -21 | 7 | -1.4 | -8
COCCn1c(=O)[nH]c(=O)c2cc(C(=O)c3cc(OC)ccc3O)cnc21 | -9 | -12 | 2 | 1.6 | -2 | -7 | 10 | -0.1 | -3
CNc1cnc(-c2cccc(C(=O)N3CCOCC3)c2)cn1 | . | . | 4 | 0.2 | -5 | -26 | 0 | . | -2
S=c1[nH]nc(-c2ccccc2)n1CC1CCCO1 (configuration not stated) | -13 | -5 | 6 | -0.3 | 11 | -14 | -6 | -0.2 | -2
NC(=O)COC(=O)CSc1cccc2cccc(Cl)c12 | 11 | 1 | 6 | 0.9 | 10 | -20 | -10 | 2.0 | -5
CC(C(=O)Nc1ccc(F)c(F)c1F)N(C)Cc1cccs1 (configuration not stated) | -5 | -9 | 0 | -0.1 | -13 | 3 | 23 | -0.7 | -5
Cc1ccc(CN2CCN(/N=C/c3cccn3C)CC2)c(C)c1 | -11 | -9 | 2 | 2.3 | -10 | -24 | 27 | -0.3 | -8
O=C(Oc1ccccc1)c1cccc(COC(=O)c2cnccn2)c1 | -7 | -5 | 3 | 4.5 | -8 | 4 | 13 | 4.8 | -1
Cc1onc(-c2ccccc2)c1C(=O)Nc1nnc(N(C)Cc2ccccc2)s1 | -5 | -21 | -1 | -0.2 | -1 | -23 | 14 | 0.5 | -2
C=CCc1ccc(OCCCCOc2ccc(C(=O)O)cc2)c(OC)c1 | -10 | 2 | 4 | 3.0 | 5 | -5 | 3 | 2.3 | -8
COc1ccc(-c2cc3nc4n(c(=O)c3s2)CCC4)cc1 | 1 | -1 | 1 | -0.1 | 2 | 3 | 2 | 1.0 | -1
N#Cc1c(-c2ccc3c(c2)OCO3)cc[nH]c1=O | -5 | -18 | . | -0.1 | 1 | . | 11 | -0.3 | -4
COCCNC(=O)C1CCCN(C(=O)c2oc3ccccc3c2C)CC1 (configuration not stated) | . | . | 1 | 0.4 | -7 | -10 | 25 | . | -3
COc1ccc(-n2c(SCC(=O)N3CCCCC3)nc3ccccc3c2=O)cc1 | . | . | 4 | 0.5 | -4 | 10 | 0 | . | -3
COCCNc1nc(CSc2ccccc2)nc2sc(C)c(C)c12 | -3 | -37 | 0 | 0.0 | 2 | 4 | 4 | -1.3 | -11
COc1ccc(N2C(=O)CCC(C(=O)O)C2c2ccccc2OC)cc1 (configuration not stated) | -2 | 3 | 1 | 0.4 | -2 | -38 | 0 | 1.1 | -2
CCN(Cc1ccccc1)C(=O)COC(=O)c1cc(S(=O)(=O)Nc2ccccc2OC)ccc1O | -7 | -15 | 6 | 4.7 | -6 | 12 | -3 | 5.3 | -2
Cc1cc(C)c2sc(NC(=O)C3=COCCO3)nc2c1 | -2 | -12 | 0 | 0.5 | -8 | -12 | -3 | 0.8 | -2
Cc1ccc(CNC(=O)c2cc(-c3ccccc3)nn2CC2CC(c3cccnc3)=NO2)cc1 (configuration not stated) | -7 | -27 | 7 | 1.6 | -16 | 32 | 13 | -1.3 | -6
COc1ccc(OC)c(S(=O)(=O)NCCc2ccccc2)c1 | -5 | -3 | 20 | -0.1 | -11 | -2 | 2 | 1.0 | -12
Cc1nc2scc(C)n2c(=O)c1S(=O)(=O)N1CCN(c2cccc(C(F)(F)F)c2)CC1 | -8 | -16 | 4 | -0.3 | -5 | -14 | -1 | 4.0 | -3
Cc1sc2ncnc(SC(C)C#N)c2c1C (configuration not stated) | -2 | -38 | 1 | 1.7 | -21 | -10 | 14 | -0.2 | -10
Cc1cccc(OCC(=O)OCC(=O)Nc2sccc2C(N)=O)c1 | -10 | 33* | 30 | 20* | 8 | 55* | -17 | 13 | 4
CC(C)CC(=O)Nc1cccc(-c2nc3ccccc3o2)c1 | 0 | -5 | 15 | 1.6 | 4 | 9 | -5 | 3.0 | -3
CCCCn1c(SCC(=O)Nc2nnc(C)s2)nnc1-c1ccoc1C | -5 | 1 | 14 | -0.2 | -1 | -2 | -1 | -1.0 | -3
Cc1ccc(S(=O)(=O)NCCC2(C(C)C)CCOC(C)(C)C2)cc1 (configuration not stated) | -4 | -14 | 10 | 1.0 | -3 | 13 | 7 | -1.4 | -4
CCN(C[C@H]1N[C@@](CC)(C(=O)OC)[C@H]2C(=O)N(Cc3ccccc3)C(=O)[C@@H]12)C(=O)C1CCCCC1 | 6 | -24 | 7 | 3.5 | -1 | 27 | -4 | -0.2 | -1
O=C(NC1CCSc2ccccc21)c1cccc(Cl)c1 (configuration not stated) | -6 | -16 | 2 | 0.5 | -8 | -16 | 16 | -0.6 | -6
CC(C)[C@H](NC(=O)c1ccc(Cl)cc1Cl)C(=O)NNc1cccc(C(=O)O)c1 | -7 | -12 | 1 | 1.1 | -19 | 2 | 18 | -0.6 | -4
O=C(COC(=O)CNC(=O)c1ccccc1)Nc1nnc(-c2ccccc2)o1 | -3 | -6 | 0 | 0.5 | 10 | 1 | 0 | 0.7 | 3
CC(=O)NS(=O)(=O)c1ccc(NC(=S)NC(=O)COc2ccccc2C)cc1 | -3 | -3 | 7 | 0.2 | 3 | 2 | 17 | 0.8 | -3
CCN1CCc2c(sc(NC(=O)Cc3ccccc3)c2C(N)=O)C1 | -9 | 1 | 16 | 1.3 | -11 | -41 | 26 | 0.3 | -9
CCOc1ccc(N2C(=O)CN(c3cccc4ccccc34)C2=S)cc1 | -21 | -2 | 8 | 0.8 | -16 | 19 | 18 | 0.1 | -4
COc1ccc(C#Cc2cnc3c(c2)C(=O)N([C@@H](C)CO)C[C@@H](C)[C@@H](CN(C)CC2CCOCC2)O3)cc1 | . | . | 0 | 0.4 | 2 | -20 | 4 | . | -7
CN1C(=O)CC(N2CCN(CC(=O)N3CCCC3)CC2)C1=O (configuration not stated) | -4 | 17 | 4 | 0.0 | 2 | 7 | -3 | -0.5 | -2
O=C(C1CCCCC1)N1CCN(S(=O)(=O)c2ccc(Cl)cc2)CC1 | -7 | -21 | 10 | 3.0 | -16 | 2 | 15 | 1.9 | 7
COc1ncc(-c2c(-c3ccccc3OC)sc3ccccc23)cn1 | . | . | 0 | 0.1 | 5 | -21 | -15 | . | .
CC(=O)c1cccc(S(=O)(=O)NCC(c2ccco2)N2CCCCC2)c1 (configuration not stated) | 6 | -19 | 1 | -0.5 | 8 | 17 | -5 | -0.7 | -7
CCCCN(C)CCNC(=O)C(=O)c1c(C)[nH]c2ccccc12 | -7 | -10 | 1 | 5.3 | 5 | -1 | -9 | -0.5 | -4
Cc1ccc(NC(=O)CN2C(=O)N/C(=C/c3ccc(C)o3)C2=O)cc1 | -24 | 7 | 5 | 0.2 | -7 | -8 | 15 | 0.6 | -1
O=C(COC(=O)CCS(=O)(=O)c1ccccc1)Nc1ccc(N2CCCCC2)cc1 | -7 | -6 | 1 | 0.1 | -2 | 10 | 23 | 1.2 | -4
CC(=O)Nc1cccc(Oc2cnc3ccccc3n2)c1 | 6 | -6 | -1 | 0.3 | 0 | 5 | 8 | -0.2 | -6
CCCn1c(C(C)Nc2nc(-c3ccc(OC)cc3)cs2)nc2ccccc21 (configuration not stated) | -4 | -13 | 11 | -0.9 | -3 | -9 | 12 | -1.6 | -6

Sorted by the number under CHRM1 agonist (rising): 3 of the compounds above.
| Molecule | CHRM1 agonist |
| --- | --- |
| CCN1CCc2c(sc(NC(=O)Cc3ccccc3)c2C(N)=O)C1 | -9 |
| COCCNC(=O)C1CCCN(C(=O)c2oc3ccccc3c2C)CC1 (configuration not stated) | -3 |
| Cc1ccc(-c2nnc(SCC(=O)Nc3sc(C)c(C)c3C#N)n2C)cc1 | -2 |

Compound activity (PubChem)
